CHRM1 PAM = potentiates human M1 receptor response to acetylcholine | P11229 | CHO-K1 hM1, Fluo-8 calcium fluorescence, ACh EC20; 0% = ACh EC20, 100% = maximal ACh | activation, % at 3 µM | actives 0.088% (n = 360,000); in the data active = activation above about 19%, passing the limit was not always enough
Target sequence (P11229 whole entry, looked up): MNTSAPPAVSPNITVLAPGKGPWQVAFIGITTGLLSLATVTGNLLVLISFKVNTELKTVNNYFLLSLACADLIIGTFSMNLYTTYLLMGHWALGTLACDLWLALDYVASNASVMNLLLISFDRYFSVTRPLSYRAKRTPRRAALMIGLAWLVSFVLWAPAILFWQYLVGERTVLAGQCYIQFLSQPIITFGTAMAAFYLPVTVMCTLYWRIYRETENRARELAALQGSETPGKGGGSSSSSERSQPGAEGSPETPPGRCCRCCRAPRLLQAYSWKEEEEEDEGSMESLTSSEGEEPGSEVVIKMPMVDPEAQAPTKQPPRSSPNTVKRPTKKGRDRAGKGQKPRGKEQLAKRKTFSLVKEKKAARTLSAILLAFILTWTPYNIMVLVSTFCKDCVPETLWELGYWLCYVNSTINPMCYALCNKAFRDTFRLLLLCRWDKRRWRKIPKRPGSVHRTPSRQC
M4 PAM = potentiates acetylcholine response at human M4 receptor; P08173; CHO-K1 hM4/Gqi5, Fluo-8 calcium fluorescence, ACh EC20; 0% = ACh EC20, 100% = maximal ACh; activation, % at 3 µM; actives 0.4% (n = 360,000); AID 624126;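 active = activation above its plate's cutoff, the mean activation of sample wells plus 3 SD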; also: some results filed as inactive read as strong as hits
Target sequence (P08173 whole entry, looked up): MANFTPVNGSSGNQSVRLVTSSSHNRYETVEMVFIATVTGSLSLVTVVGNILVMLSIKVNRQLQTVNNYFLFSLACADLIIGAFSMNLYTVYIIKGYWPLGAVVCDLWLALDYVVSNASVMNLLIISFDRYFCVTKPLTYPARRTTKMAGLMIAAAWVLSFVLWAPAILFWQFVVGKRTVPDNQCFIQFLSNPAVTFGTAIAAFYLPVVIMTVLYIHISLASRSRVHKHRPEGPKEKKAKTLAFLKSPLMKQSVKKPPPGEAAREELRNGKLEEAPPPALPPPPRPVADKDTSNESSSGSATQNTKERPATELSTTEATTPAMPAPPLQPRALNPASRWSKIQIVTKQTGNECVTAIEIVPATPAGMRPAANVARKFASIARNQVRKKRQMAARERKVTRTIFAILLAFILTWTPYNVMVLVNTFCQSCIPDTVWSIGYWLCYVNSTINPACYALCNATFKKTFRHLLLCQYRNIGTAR
CRFR2-BP antag = blocks CRF-induced signaling of the CRF-BP/CRF-R2 complex; HEK293 CRF-R2/CRF-BP, CRF-induced calcium fluorescence; inhibition, % at 11.8 µM; actives 0.59% (n = 350,000);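 active = inhibition of the ligand-induced calcium signal above about 50% at the single tested concentration, limit read from the data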
CHRM4 agonist = agonists of human muscarinic M4 receptor (CHRM4). CHO-K1 hM4/Gqi5, Fluo-8 calcium fluorescence; vehicle 0%, full acetylcholine response 100%. activation, % at 3 µM. actives 0.14% (n = 360,000). AID 624127;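 active = activation above the run mean over all test wells plus 3 SD, cut at about 32% in these data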;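 also: peak over basal fluorescence ratio per well then scaled between controls; 0% = DMSO wells and 100% = acetylcholine at EC100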
M5 PAM = potentiates acetylcholine response at human M5 receptor; P08912; CHO-K1 hM5, Fluo-8 calcium, ACh EC20 PAM; 0% = ACh EC20, 100% = ACh EC100; activation, % at 3 µM; actives 0.3% (n = 360,000); AID 624038;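 active = activation above the run cutoff, the mean activation of all test compounds plus 3 SD, cut at about 18% in these data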
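System: CHO-K1 cell line with stable human muscarinic M5 receptor expression | Also added: EC20 acetylcholine as agonist stimulus | Compound: One concentration, 3 µM final (nominal) | Timing: Fluo-8 loading 80 min at 37 °C plus 30 min room temperature | Measured by: Fluo-8 calcium dye fluorescence, kinetic read | Read-out basis: % activation, ACh-normalized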
CRFBP-R2 agonist = agonists of human CRF-binding protein/CRF-R2 receptor complex; actives 0.46% (n = 350,000); HEK293 CRF-R2/CRF-BP, calcium dye fluorescence (FLIPR); percent of saturating CRF peptide response; activation, % at 13.2 µM;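 active = activation of at least 50%, plus an integration ratio under a set limit after plate pattern correction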;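 also: plate controls were neutral control wells without compound for no effect and CRF at EC100 for full effect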
CHRM5 agonist = CHRM5 agonism in calcium assay | AID 624037 | P08912 | activation, % at 3 µM | CHO-K1 hM5 cells, Fluo-8 calcium fluorescence; 0% DMSO wells, 100% maximal acetylcholine response | actives 0.19% (n = 360,000);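 active = activation above the run's mean over test compounds plus 3 SD, cut at about 23% in these data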;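 also: signal is peak over basal fluorescence ratio across the kinetic read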
M4 antag = blocks acetylcholine activation of human M4 receptor; inhibition, % at 3 µM; P08173; AID 624125; CHO-hM4 cells, ACh EC80, Fluo-8 calcium fluorescence; actives 0.73% (n = 360,000);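 active = inhibition above its plate's cutoff, the mean inhibition of sample wells plus 3 SD, cut at about 27% in these data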;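 also: 0% = acetylcholine EC80 with DMSO and 100% = DMSO without agonist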
CHRM5 antagonist = antagonists of human muscarinic M5 receptor (CHRM5) | actives 0.59% (n = 360,000) | AID 624040 | CHO-hM5 cells, Fluo-8 calcium fluorescence, ACh EC80 | inhibition, % at 3 µM;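 active = inhibition above a per-plate cutoff, the mean of that plate's test compounds plus 3 SD, cut at about 27% in these data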;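 also: 0% = acetylcholine EC80 with DMSO and 100% = DMSO without agonist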
* hit, by the source's call; . = no result given; & = joins results of further samples.

Short forms – A = CHRM1 PAM; B = M4 PAM; C = CRFR2-BP antag; D = CHRM4 agonist; E = M5 PAM; F = CRFBP-R2 agonist; G = CHRM5 agonist; H = M4 antag; I = CHRM5 antagonist
COc1ccc(NC(=O)COc2coc(CN3c4ccccc4CC3C)cc2=O)cc1 (configuration not stated)
  A: -6	B: -8	C: 2	D: 1	E: -4	F: -0.4	G: 1	H: 2	I: -2

O=C(c1ccccc1NS(=O)(=O)c1cccc([N+](=O)[O-])c1)N1CCCC1
  A: 10	B: 1	C: -5	D: 0	E: -1	F: 0.6	G: -4	H: -5	I: 11

COc1ccc(-c2cnc(C(O)c3ccccc3)[nH]2)cc1 (configuration not stated)
  A: 3	B: 1	C: .	D: 1	E: 1	F: .	G: 0	H: -3	I: -2

Cc1ccc(SC(CC(=O)c2ccc(F)cc2)C(=O)O)cc1 (configuration not stated)
  A: 18	B: 4	C: 8	D: 1	E: 3	F: 0.1	G: -1	H: -14	I: -3

CC(=O)c1ccc(S(=O)(=O)NC2CC(=O)N(c3ccc(Cl)cc3)C2)cc1 (configuration not stated)
  A: -2	B: 3	C: 4	D: 6	E: -12	F: -1.3	G: 3	H: -13	I: 3

CN(C(=O)COC(=O)c1cc([N+](=O)[O-])ccc1Sc1ccccc1)C1CCS(=O)(=O)C1 (configuration not stated)
  A: 9	B: -6	C: 22	D: 1	E: -2	F: -2.3	G: -1	H: 1	I: 1

Cc1ccc(-n2c(Cc3noc4ccccc34)n[nH]c2=S)cc1
  A: -2	B: 2	C: 2	D: 0	E: -5	F: 0.1	G: -3	H: 5	I: 6

O=C(NCc1cccc(Cl)c1)c1cccc(OC2CCN(C(=O)C3CC3)CC2)c1
  A: -4	B: -8	C: 0	D: 13	E: -5	F: -0.7	G: 2	H: 2	I: 2

COc1cccc(NC(=O)c2ccc3snnc3c2)c1
  A: 10	B: 9	C: 5	D: 3	E: 2	F: -1.3	G: -1	H: 6	I: 1

Cc1ccc(S(=O)(=O)N2CCC(=O)N([C@H](COCc3ccc(C(F)(F)F)cc3)C(C)C)CC2)cc1
  A: .	B: -8	C: .	D: 3	E: -12	F: .	G: 1	H: 7	I: 6

OCC(CO)(CO)n1cnnn1
  A: 1	B: 4	C: 1	D: 0	E: 10	F: -0.4	G: -2	H: -2	I: -10

COCCOC(=O)c1c(C)oc2ccc(OCc3ccccc3)cc12
  A: 6	B: 4	C: -30	D: -1	E: -2	F: 1.2	G: -1	H: -15	I: 6

COc1cc(C)c(NC(=S)Nc2ccc(Cl)c(Cl)c2)cc1OC
  A: -5	B: 12	C: 18	D: 4	E: -3	F: -4.6	G: -1	H: 5	I: 4

CNCc1c(OCc2ccccc2)ccc2ccccc12
  A: -4	B: -1	C: -18	D: 13	E: 5	F: 1.1	G: 2	H: -11	I: -19

CC(NS(=O)(=O)c1ccc(OCC(=O)Nc2cccc([N+](=O)[O-])c2)cc1)c1ccccc1 (configuration not stated)
  A: -17	B: -14	C: -16	D: 21	E: -17	F: 7.5	G: 3	H: 12	I: 25

N=c1n(CCN2CCCC2)c2ccccc2n1CC(O)c1ccco1 (configuration not stated)
  A: -2	B: -5	C: 17	D: 0	E: 2	F: 0.2	G: -4	H: 6	I: -2

N#Cc1cc([N+](=O)[O-])ccc1N1CCCC1
  A: 0	B: -2	C: 35	D: 2	E: -2	F: -1.3	G: -4	H: -2	I: -1

CCC1=NN2C(=N)/C(=C\c3ccc(OCCOc4ccc(NC(C)=O)cc4)c(OC)c3)C(=O)N=C2S1
  A: 12	B: 7	C: 23	D: 2	E: 0	F: -1.2	G: -3	H: -2	I: 1

Nc1ccn([C@H]2C[C@H](O)[C@@H](CO)O2)c(=O)n1
  A: 8&4	B: 1&10	C: 6&6	D: 1&0	E: 1&-11	F: -1.1&-0.1	G: 1&0	H: 1&-29	I: 1&1

CCOC(=O)C1=C(C)NC2=C(C(=O)CC(C)(C)C2)C1c1ccsc1 (configuration not stated)
  A: 7	B: 5	C: 6	D: 0	E: -3	F: -4.0	G: -3	H: -8	I: -2

CN(C)CCN(C(=O)c1ccc(S(=O)(=O)N2CCc3ccccc32)cc1)c1nc2ccc(F)cc2s1
  A: 10	B: 0	C: 1	D: 1	E: 0	F: 1.8	G: -3	H: -9	I: 2

Cc1cc(C)cc(-n2c(C)cc(C=C(C#N)C#N)c2C)c1
  A: 0	B: 2	C: 29	D: -1	E: 1	F: -1.8	G: 0	H: -5	I: 0

CCNS(=O)(=O)c1ccc(CCC(=O)N2CCN(c3ccccc3F)CC2)cc1
  A: 8	B: 2	C: 14	D: 2	E: -6	F: -3.2	G: -3	H: -7	I: 7

COc1ccccc1NC(=O)c1ccccc1C(=O)Nc1ccccc1OC
  A: 5	B: 1	C: -4	D: 10	E: 4	F: -2.4	G: 0	H: -6	I: -27

Cc1ccc(S(=O)(=O)n2[nH]c(=O)c(CCO)c2C)cc1
  A: 13	B: 7	C: 11	D: 3	E: 3	F: -0.4	G: 1	H: -7	I: -8

Cc1cc(Nc2ccc(C(=O)N3CCCCC3)cc2)c2cccc(C)c2n1
  A: -1	B: -4	C: -13	D: 0	E: -5	F: 1.6	G: -5	H: 2	I: 5

COc1ccc(C2Nc3ccccc3NC3=C2C(=O)CC(C)(C)C3)c(OC)c1OC (configuration not stated)
  A: 5	B: 1	C: 12	D: 1	E: 2	F: -2.2	G: 0	H: 0	I: 8

Cc1ccc(C)c(NC(=O)C2CCCN2/C=C/C(=O)C(F)(F)F)c1 (configuration not stated)
  A: 0	B: 3	C: 5	D: 1	E: -2	F: -2.4	G: -4	H: 10	I: 2

COc1ccccc1-c1nnc(SCC(=O)O)n1-c1ccccc1
  A: 15	B: -2	C: 40	D: 0	E: 5	F: 4.6	G: 0	H: -2	I: -1

O=C(COC(=O)c1ccc([N+](=O)[O-])o1)Nc1cccc2ccccc12
  A: 7	B: -2	C: 24	D: 3	E: -4	F: 0.4	G: 2	H: -1	I: 15

NC(=O)c1ccc(-n2nnnc2SCC(=O)c2ccc(O)c(O)c2)cc1
  A: 9	B: -1	C: -9	D: 0	E: 5	F: -0.1	G: 2	H: -3	I: -19

COC(=O)N/N=C/c1cccc(OC(=O)c2ccc3c(c2)OCO3)c1
  A: -2	B: -10	C: -41	D: 0	E: -7	F: 3.1	G: -2	H: 6	I: 14

O=S1(=O)CCN(Cc2ccc(F)cc2)CC1
  A: 8	B: 8	C: 5	D: 2	E: -2	F: -0.1	G: -6	H: -9	I: 6

Cc1oc(-c2ccccc2Cl)nc1CS(=O)CC(=O)N1CCN(c2ccccc2)CC1 (configuration not stated)
  A: -3	B: -4	C: -3	D: 4	E: -5	F: -0.6	G: -3	H: -1	I: 8

Cc1ccccc1NC(=O)Nc1nc2ccc(S(C)(=O)=O)cc2s1
  A: 2	B: -4	C: -17	D: 1	E: -5	F: 2.0	G: 0	H: 11	I: 5

CCCn1c(SCC(=O)Nc2nnc(CC)s2)nnc1-c1ccncc1
  A: 6	B: -1	C: -4	D: 0	E: 8	F: 0.4	G: -2	H: 11	I: -6

COc1ccc2cc3c(N)nn(C(=O)c4cccc(F)c4)c3nc2c1
  A: 8	B: 1	C: 4	D: 0	E: 13	F: -2.6	G: 1	H: -1	I: -7

O=C(O)CCSc1nc2ccccc2n1Cc1ccccc1
  A: 6	B: -1	C: 16	D: 0	E: 0	F: -0.9	G: 0	H: -3	I: 9

O=C(N/N=C/c1ccncc1)c1ccc(NC(=O)c2cccc(Cl)c2)cc1
  A: 7	B: -5	C: 23	D: 5	E: -4	F: 1.2	G: 1	H: -3	I: -14

CC(=O)Oc1ccc2ccccc2c1C(NC(=O)C(C)C)c1cccc([N+](=O)[O-])c1 (configuration not stated)
  A: -2	B: -8	C: 24	D: 0	E: 1	F: -0.6	G: -1	H: 4	I: -9

CN(C)c1ccc(C=NNC(=O)c2cccnc2)cc1
  A: 11	B: -1	C: -7	D: 3	E: 2	F: 2.5	G: -2	H: -17	I: 6

CS(=O)(=O)c1cccc(C(=O)OCC(=O)Nc2ccc3c(c2)OCO3)c1
  A: 8	B: 2	C: -3	D: 2	E: 5	F: 2.0	G: 4	H: 5	I: -1

CCn1c(SCC(N)=O)nnc1-c1ccc(OC)c(OC)c1
  A: 0	B: -3	C: 2	D: 0	E: -5	F: -3.3	G: -2	H: 1	I: 2

COc1ccc(C(=O)c2cnc[nH]2)cc1
  A: 7	B: 0	C: 8	D: 0	E: 1	F: 4.0	G: 2	H: -1	I: 7

CC(=O)NC(CC(C)C)C(=O)O (configuration not stated)
  A: 0	B: -4	C: 2	D: 1	E: 3	F: 0.2	G: 1	H: -4	I: 4

Copied from above, 3 compounds:
Short forms – A = CHRM1 PAM; B = M4 PAM; C = CRFR2-BP antag; D = CHRM4 agonist; E = M5 PAM; F = CRFBP-R2 agonist; G = CHRM5 agonist; H = M4 antag; I = CHRM5 antagonist
CCn1c(SCC(N)=O)nnc1-c1ccc(OC)c(OC)c1
  A: 0	B: -3	C: 2	D: 0	E: -5	F: -3.3	G: -2	H: 1	I: 2

COc1ccc(C(=O)c2cnc[nH]2)cc1
  A: 7	B: 0	C: 8	D: 0	E: 1	F: 4.0	G: 2	H: -1	I: 7

CC(=O)NC(CC(C)C)C(=O)O (configuration not stated)
  A: 0	B: -4	C: 2	D: 1	E: 3	F: 0.2	G: 1	H: -4	I: 4

(continued)
Short forms – A = CHRM1 PAM; B = M4 PAM; C = CRFR2-BP antag; D = CHRM4 agonist; E = M5 PAM; F = CRFBP-R2 agonist; G = CHRM5 agonist; H = M4 antag; I = CHRM5 antagonist
CC(C)[C@H](NC(=O)OCc1ccccc1)C(=O)NC(C=O)Cc1ccccc1 (some centres not stated)
  A: 12	B: 6	C: -25	D: 4	E: 5	F: -1.0	G: 8	H: -6	I: -6

COc1cc(CC(=O)OCC(=O)c2c[nH]c3ccccc23)cc(OC)c1OC
  A: 5	B: -5	C: 3	D: 4	E: 1	F: -1.4	G: 4	H: 6	I: -1

O=C(CCS(=O)(=O)c1ccc2c(c1)NC(=O)CS2)NCc1ccccc1Cl
  A: 6	B: -3	C: 3	D: 3	E: 0	F: -1.0	G: -3	H: 2	I: -4

Cc1c(NC(=O)C(C)OC(=O)CCOc2ccccc2)c(=O)n(-c2ccccc2)n1C (configuration not stated)
  A: 4	B: -10	C: -1	D: -1	E: 4	F: -2.5	G: 1	H: 11	I: 2

O=C1CCC(=O)N1c1nc2nc(-c3ccccc3)cc(=O)n2[nH]1
  A: 7	B: 4	C: -3	D: 0	E: 2	F: 1.2	G: 1	H: 7	I: -3

Cc1cccc(CSc2nnc(NC(=O)c3ccco3)s2)c1
  A: 1	B: 8	C: -38	D: 1	E: -1	F: 9.4	G: 2	H: 9	I: -4

CCCOC(=O)CN1C(=O)c2ccccc2C1=O
  A: 1	B: -24	C: -1	D: 0	E: -7	F: 0.2	G: -2	H: -5	I: 3

COc1ccc2nc3c(cc2c1)c(NC(=O)C1CCCO1)nn3CC(C)C (configuration not stated)
  A: -5	B: -9	C: -8	D: 7	E: -15	F: 0.2	G: 3	H: -1	I: 9

Cc1ccc(Br)cc1S(=O)(=O)N1CCN(c2ccccc2)CC1
  A: 5	B: 3	C: -3	D: -2	E: -8	F: 2.6	G: -4	H: 18	I: 5

COCCn1nnnc1CN1CCC(O)(c2cccc(C(F)(F)F)c2)CC1
  A: -6	B: -3	C: 20	D: 1	E: -3	F: -0.1	G: 1	H: 7	I: 1

Cc1cc(C)c(N(CC(=O)NC(C)(C)C)C(=O)CNC(=O)c2cccs2)c(C)c1
  A: 7	B: 3	C: -11	D: 1	E: -2	F: -3.4	G: -3	H: -3	I: 10

COc1ccccc1OCC(=O)N1CCNC1=O
  A: 10	B: -1	C: 15	D: 0	E: -2	F: 2.8	G: 2	H: -5	I: 0
